# Screens (PubChem)
# LGR2 inh = Drosophila LGR2 receptor signaling inhibition | HEK293 LGR2, CRE-luciferase, bursicon-stimulated, 4 h | inhibition, % at 9.99 µM | 0.35% of 380,000 active;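 active = drop in luminescence signal, shown as inhibition above about 50% in the replicate tests, limit read from the data, passing the limit was not always enough; inconclusive = probably only some replicates passing the limit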;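 also: agonist challenge used bursicon conditioned medium at about half maximal strength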
# PGC1a acetyl inh = modulators of PGC1a acetylation | U2OS PGC1a acetylation, AlphaScreen anti-acetyl-lysine; with virally co-expressed GCN5 acetyltransferase | 0.17% of 350,000 active | inhibition, % at 15.6 µM;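 active = every replicate shows inhibition of at least 40%; inconclusive = mean inhibition at least 40% but some replicate below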;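 also: 0% = neutral control wells and 100% = positive control wells; some results beyond the cut were filed as inactive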
# FN deposition inh = fibronectin deposition inhibition | AH1F fibroblasts, Alexa488-fibronectin deposition fluorescence, overnight | inhibition, % at 12.6 µM | 0.086% of 350,000 active;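 active = mean inhibition across replicates of 30% or more, regardless of how many single replicates reach that level; inconclusive = mean under 30% yet at least half of replicates reach 30%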;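 also: positive control wells lacked labelled fibronectin entirely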
#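 Test system: AH1F fibroblast monolayer depositing Alexa488-labelled fibronectin into matrix. Input: 10000 cells per well. Technique: fluorescence, ex 485 nm, em 525 nm. Buffer or medium: DMEM plus 2% serum, read in PBS. Timing: 1 h cell adhesion before compound, then overnight fibronectin incubation. Compound: single dose, pinned. Read-out basis: inhibition from reduced deposited-fibronectin fluorescence.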
# miR122 inh = miR-122 inhibition in Huh7 cells; Huh7 miR-122 Renilla luciferase sensor, 48 h; neutral wells = 0, positive control = 100; activation (reporter increase), % at 12.5 µM; 0.3% of 340,000 active;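 active = mean replicate activation score at least 90 and every replicate individually at or above 90; inconclusive = only one of the two criteria met; inactive = neither criterion met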;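 also: higher luciferase means less miR-122 activity so hits act as miR-122 inhibitors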
# PAX8 reporter = PAX8 transcriptional activity inhibition | inhibition, % at 12.6 µM | 1.2% of 360,000 active | RMG-I TPO-luciferase reporter, SteadyGlo, 24 h;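 active = mean replicate inhibition at least 60% with every replicate also reaching 60%; inconclusive = only one of the two criteria is met; inactive = mean below 60% and not all replicates reaching 60%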;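 also: luciferase light reporting Pax8 driven TPO promoter activity; plate controls were median of neutral control wells for no effect and mitoxantrone controls for full effect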
# Cneo AK release = Cryptococcus neoformans lysis via adenylate kinase release; C. neoformans lysis, adenylate kinase release luminescence, 4 h; normalised: neutral wells 0, clomiphene wells 100; lysis activity, % at 15 µM; 0.2% of 360,000 active;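 active = mean lysis activity across replicates of at least 80%, whatever share of replicates individually reach that level; inactive = mean lysis activity below 80%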
#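 Assay system: Cryptococcus neoformans yeast cells / Dosing: single-point compound dose / Timing: 4 h at 37 °C static, read 1 h later / Measured by: luminescence of released adenylate kinase using an AK detection reagent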
# * hit, by the source's call; ? = inconclusive; nt = no result given. An excerpt (hit frequency here may not be typical).
SMILES,LGR2 inh,PGC1a acetyl inh,FN deposition inh,miR122 inh,PAX8 reporter,Cneo AK release
CNC(C)Cc1ccccc1Sc1ccc(O)cc1 (stereo unspecified),nt,nt,nt,nt,nt,0.5
OCCOCC#CCN1CCOCC1,nt,nt,nt,nt,nt,1.1
COc1cccc(-n2c(O)c(C=NCCN3CCOCC3)c(=O)[nH]c2=O)c1,nt,nt,nt,nt,nt,-2.2
CCOC(=O)N(C)c1ccc(C(O)(C(=O)OC)C(F)(F)F)cc1 (stereo unspecified),nt,nt,nt,nt,nt,-13.6
CCOc1ccccc1-n1c(O)c(C=NCc2ccc3c(c2)OCO3)c(=O)[nH]c1=O,nt,nt,nt,nt,nt,-0.4
COC(=O)C1C2c3ccccc3OC1(C)N=c1s/c(=C/c3cnn(C)c3C)c(=O)n12 (stereo unspecified),nt,nt,nt,nt,nt,12.8
CCOc1ccc(N2C(=O)/C(=C/c3ccco3)C(=O)NC2=S)cc1,nt,nt,nt,nt,nt,-0.8
Cc1c(N=Cc2c(O)n(CCc3ccccc3)c(=O)[nH]c2=O)c(=O)n(-c2ccccc2)n1C,nt,nt,nt,nt,nt,2.9
Cc1nc2c(c(C)nn2-c2ccccc2)c(C)c1CCC(=O)N1CCC2(CC1)OCCO2,nt,nt,nt,nt,nt,1.6
CC(=O)OC(C)(C)/C=C/C(=O)[C@](C)(O)C1[C@H](O)C[C@@]2(C)C3CC=C4C(C[C@H](O)C(=O)C4(C)C)[C@]3(C)C(=O)C[C@]12C (stereo partly specified),nt,nt,nt,nt,nt,14.8
CN1C(=O)C(=Cc2cn(CC(=O)N3CCCCC3)c3ccccc23)C(=O)N(C)C1=O,nt,nt,nt,nt,nt,0.1
Cc1ccc2c(c1Cl)NC(C(=O)O)C1CC(Sc3ccccc3[N+](=O)[O-])C(Cl)C21 (stereo unspecified),nt,-2.1,nt,nt,nt,nt
CN1C(=O)N(C)C(=O)C2(Cc3cc(N)ccc3N3CCN(c4ccccc4F)CC32)C1=O (stereo unspecified),nt,nt,nt,nt,-0.6,nt
CC(=O)c1ccc2c(c1)C1C(Cl)C(Sc3ccccc3[N+](=O)[O-])CC1C(C(=O)O)N2 (stereo unspecified),5.9,nt,nt,nt,nt,nt
FC(F)(F)CN1CC2C(c3ccc(Br)cc3)C(C1)N2CC1CC1 (stereo unspecified),nt,nt,-1.8,nt,nt,nt
CC(=O)N1C2CN(C)CC1C2c1ccc(Br)cc1 (stereo unspecified),nt,nt,-2.7,nt,nt,nt
CN(C)C(=O)Oc1ccc(OC(=O)c2ccccc2)cc1,nt,nt,-13.7,nt,nt,nt
FC(F)(F)CN1C[C@@H]2C(c3ccccc3)[C@H](C1)N2CC1CC1 (stereo partly specified),nt,nt,-16.3,nt,nt,nt
CN1[C@@H]2CN(CC3CC3)C[C@H]1C2c1ccc(Br)cc1 (stereo partly specified),nt,nt,6.9,nt,nt,nt
COc1ccc(CN2CCN(c3ccccc3F)CC2)c(OC)c1,nt,nt,9.3,nt,nt,nt
C[C@H]1[C@H](OC(=O)CCC(=O)NCc2ccc(C(=O)O)cc2)O[C@@H]2O[C@@]3(C)CC[C@H]4[C@H](C)CC[C@@H]1C24OO3,nt,nt,nt,-1.4,nt,0.6
O=C(c1ccncc1)C12CN3CN(CN(C3)C1)C2,nt,nt,nt,0.1,nt,10.1
CN(Cc1ccccc1)C(=C(Cl)Cl)/C(=C1/NCCN1Cc1ccc(Cl)nc1)[N+](=O)[O-],nt,nt,nt,-10.2,nt,5.8
CCCC[C@@H](C)C[C@@H](C)C(=O)N(C)[C@@H](CC(C)C)C(=O)N[C@H](C(=O)N(C)[C@H](C(=O)N1C[C@@H](O)C[C@H]1C(=O)N1C(=O)C=C[C@@H]1C)C(C)C)C(C)OC(C)=O (stereo partly specified),nt,nt,nt,-20.7,nt,4.4
C=C(C)c1cccc(C(C)(C)NC(=O)NC2CN3CCC2CC3)c1 (stereo unspecified),nt,nt,nt,0.6,nt,0.8
O=C(O)c1ccc2c(c1)C1C(Cl)C(Sc3ccccc3[N+](=O)[O-])CC1C(c1cccc([N+](=O)[O-])c1)N2 (stereo unspecified),nt,nt,nt,-2.3,nt,-2.9
Cc1occc1C(=O)N1CCC2(CC1)OCCO2,nt,nt,nt,-6.2,nt,3.0
COc1ccc(OC)c(CC(=O)O)c1,nt,nt,nt,6.0,nt,-1.4
O=C(CF)NC(Nc1cccc2cccnc12)C(Cl)(Cl)Cl (stereo unspecified),nt,-6.1,nt,-0.3,nt,nt
CN(C)CC#CCOCCOCCC#N,nt,6.4,nt,2.2,nt,nt
FC(F)(F)c1ccc2c(c1)N(CCCN1CCN(CCCl)CC1)c1ccccc1S2,nt,12.0,nt,-0.9,nt,nt
Cc1ccc(OCC(=O)NCCN2CCN(C(=O)COc3ccc(C)cc3)CC2)cc1,nt,-1.2,nt,-7.2,nt,nt
COc1cc2cc(C(=O)N3CC(COS(C)(=O)=O)c4ccc(O)cc43)[nH]c2c(OC)c1OC (stereo unspecified),nt,18.7,nt,-7.6,nt,nt
CC(=O)C1C2c3ccccc3OC1(C)N=c1s/c(=C/c3cn(C)nc3C)c(=O)n12 (stereo unspecified),nt,-4.9,nt,-1.9,nt,nt
Cc1ccccc1NC1=NCCCS1,nt,1.8,nt,-2.5,nt,nt
CN1CCN(c2ccc(N)c(N3CCN(C)CC3)c2)CC1,nt,-5.1,nt,-1.6,nt,nt
CC(=O)OC1C2(CC3N4C(=O)C5(CO)SSC4(CC31O)C(=O)N5C)OC(C)C(C)(C)C2=O (stereo unspecified),nt,?,nt,-25.2,nt,nt
Cc1ccc(Cl)cc1N1CCN(CCN)CC1,nt,-3.4,nt,-4.9,nt,nt
Cc1ccc(/C=C2/C(=O)NC(=O)N(CCc3ccc(F)cc3)C2=O)o1,nt,7.1,nt,-3.6,nt,nt
CCn1nc(-c2ccccc2)nc2c(=O)n(C)c(=O)nc1-2,nt,-4.2,nt,-2.6,nt,nt
CN1C(=O)C(=Cc2ccc(N3CCCCC3)o2)C(=O)N(C)C1=S,nt,8.3,nt,-0.2,nt,nt
CCOCCN1CCN(c2nnc3n2-c2ccc(Cl)cc2C(c2ccccc2Cl)=NC3)CC1,nt,3.9,nt,-13.1,nt,nt
CCN1CCN(C(=O)COc2ccc(S(=O)(=O)N(C)Cc3ccccc3)cc2)CC1,nt,1.5,nt,2.0,nt,nt
O=C1c2ccccc2C(=O)N1Cc1nc2ccccc2c(=O)n1-c1cccnc1,nt,7.4,nt,4.1,nt,nt
Cc1c2cnn(CC(=O)N3CCC4(CC3)OCCO4)c(=O)c2c(C)n1Cc1ccccc1,nt,1.5,nt,-13.4,nt,nt

# Part of the list above with just PGC1a acetyl inh:
canonical_smiles	PGC1a acetyl inh
CC(=O)C1C2c3ccccc3OC1(C)N=c1s/c(=C/c3cn(C)nc3C)c(=O)n12 (stereo unspecified)	-4.9
Cc1ccccc1NC1=NCCCS1	1.8
CN1CCN(c2ccc(N)c(N3CCN(C)CC3)c2)CC1	-5.1
CC(=O)OC1C2(CC3N4C(=O)C5(CO)SSC4(CC31O)C(=O)N5C)OC(C)C(C)(C)C2=O (stereo unspecified)	?
Cc1ccc(Cl)cc1N1CCN(CCN)CC1	-3.4

# Some values from the results shown:
# Under PGC1a acetyl inh, `Cc1ccc(Cl)cc1N1CCN(CCN)CC1` has the entry -3.4
# Under Cneo AK release, `OCCOCC#CCN1CCOCC1` has the entry 1.1

# More entries:
SMILES,LGR2 inh,PGC1a acetyl inh,FN deposition inh,miR122 inh,PAX8 reporter,Cneo AK release
CN1C(=O)C(=Cc2ccccc2Oc2ccc(Cl)cc2)C(=O)N(C)C1=O,nt,-14.2,nt,3.6,nt,nt
O=C(C1CCN(c2nc3ccc(Br)cc3s2)CC1)N1CCC2(CC1)OCCO2,nt,4.1,nt,-7.0,nt,nt
O=C(CCCC1=NS(=O)(=O)c2ccccc2N1)N1CCC2(CC1)OCCO2,nt,10.7,nt,0.0,nt,nt
CCCCn1c(O)c(C=NCCCn2ccnc2)c(=O)[nH]c1=O,nt,-2.4,nt,-4.5,nt,nt
Cc1cccc(CN2CCN(Cc3ccc(Cl)cc3)CC2)c1,nt,7.2,nt,0.6,nt,nt
CCn1cc(C(=O)c2ccccc2)c2ccccc21,nt,-7.0,nt,21.1,nt,nt
CC(=O)N(C1=NCCCS1)c1ccc(F)cc1,nt,-4.3,nt,nt,nt,-1.9
COCc1c(CN)cnc(C)c1N,nt,nt,-3.0,-0.5,nt,nt
CCC(COC(=O)NC)NC(=O)Oc1cccc(C)c1 (stereo unspecified),-2.6,nt,nt,nt,nt,-3.5
COc1nc(NC(C)C)nc(NC(C)C)n1,4.3,nt,nt,nt,nt,-4.2
Cc1ccc(Cn2nnnc2CN2CCC(n3nnc4cc(C)ccc43)CC2)cc1,nt,nt,-6.3,nt,36.5,nt
Cc1nc2c(-c3ccc(F)cc3)c(C)nn2c(C)c1CCC(=O)N1CCC2(CC1)OCCO2,nt,nt,2.7,nt,12.6,nt
Cc1sc2ncn(CC(=O)NCCCC(=O)N3CCC4(CC3)OCCO4)c(=O)c2c1C,nt,nt,3.0,nt,2.5,nt
Cn1cc(C(=O)N2CCC3(CC2)OCCO3)c2c3ccccc3n(C)c2c1=O,-20.9,nt,-4.7,nt,nt,nt
O=c1[nH]c(=O)n(CCc2ccc(F)cc2)c(O)c1C=NCCCn1ccnc1,nt,-7.3,nt,-1.9,nt,-1.9
Nc1c(C(=O)NCCN2CCOCC2)c2nc3ccccc3nc2n1Cc1ccco1,nt,3.3,nt,-1.3,nt,2.1
Cc1ccc(-c2nc(N(C)C3CCN(C)CC3)c3ccccc3n2)cc1,nt,-19.5,nt,0.3,nt,4.6
CC[C@H]1CN2CC[C@@]3(C(=O)Nc4ccccc43)[C@@H]2C[C@@H]1/C(=C\OC)C(=O)OC,nt,16.3,nt,0.4,nt,0.5
CC(C)(C)n1c(O)c(C=Nc2ccc3c(c2)CCC3)c(=O)[nH]c1=O,nt,-0.9,nt,-4.1,nt,-0.5
Cc1ccc(-n2c(O)c(C=NCCN3CCOCC3)c(=O)[nH]c2=O)cc1,nt,-6.4,nt,-2.1,nt,0.8
COc1ccccc1N1CCN(C(CNC(=O)Oc2ccccc2)c2cccnc2)CC1 (stereo unspecified),nt,14.3,nt,-2.9,nt,0.3
Cn1c(C(=O)N2CCC3(CC2)OCCO3)cc2c(=O)n(C)c3ccccc3c21,nt,7.7,nt,7.2,nt,0.1
CC1=NN(c2ccccc2)C(=O)C1/C=C1\C(=O)NC(=O)N(c2ccc(C)c(C)c2)C1=O (stereo unspecified),nt,7.2,nt,0.0,nt,0.3
O=C(O)c1cc[c]([Hg][Cl])cc1,nt,-3.2,nt,-1.2,nt,-2.8
CC(C)n1c(O)c(C2c3cc(Cl)ccc3Oc3[nH]c(=O)n(C(C)C)c(=O)c32)c(=O)[nH]c1=O (stereo unspecified),nt,5.2,nt,-0.2,nt,3.7
C=C1CC[C@@]2(O)[C@H]3Cc4ccc(O)c5c4[C@@]2(CCN3CC2CC2)[C@H]1O5,nt,-23.1,nt,4.2,nt,-2.1
O=P(NS(=O)(=O)c1ccccc1)(Oc1ccccc1)Oc1ccccc1,nt,1.3,nt,-2.8,nt,2.4
Cc1ccccc1-n1c(O)c(C=NCCN2CCOCC2)c(=O)[nH]c1=O,nt,1.8,nt,-1.0,nt,1.6
Cc1cccc(-n2c(CN3C(=O)c4ccccc4C3=O)nc3ccccc3c2=O)n1,nt,4.4,nt,1.8,nt,0.4
CCOC(=O)C1CN(C)CCC1=O (stereo unspecified),nt,-21.4,nt,-2.3,nt,-3.4
c1ccc2c(CNC3CCCCCC3)c[nH]c2c1,nt,8.9,nt,7.2,nt,1.5
